Source: PubChem BioAssay (National Center for Advancing Translational Sciences (NCATS))
Casp1 inh: allosteric or competitive inhibitors of human caspase-1 | P29466 | Potency, µM (top dose mostly 57.5 µM), without a hit: top-dose activity change, negative = inhibition, actives largely listed as inhibitors | 75,000 tested, 0.03% active | Caspase-1 enzyme, Ac-WEHD-AFC fluorogenic rate;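 note: potency is the fitted concentration of half-maximal effect; plate controls were vehicle for no effect and no substrate for full effect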
Target sequence (P29466 120-297 limits assumed): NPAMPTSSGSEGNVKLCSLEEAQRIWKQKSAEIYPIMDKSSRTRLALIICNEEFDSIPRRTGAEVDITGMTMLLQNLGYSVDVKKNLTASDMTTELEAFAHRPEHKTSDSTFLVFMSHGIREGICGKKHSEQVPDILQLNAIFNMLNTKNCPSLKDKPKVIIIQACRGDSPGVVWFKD
Target sequence (P29466 317-404 limits assumed): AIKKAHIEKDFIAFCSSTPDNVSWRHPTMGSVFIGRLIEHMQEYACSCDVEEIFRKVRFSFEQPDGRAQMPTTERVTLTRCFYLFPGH
HEK293 cAMP cs: counter-screen for TSHR agonists: cAMP increase in parental HEK293 | 73,000 tested, 2.5% active | AID 938 | parental HEK293 CNG cAMP sensor, membrane potential fluorescence | Potency, µM (titrated, usually from 57.1 µM), inactives show at the highest dose activation, actives largely listed as activators; note: potency is the fitted concentration of half-maximal effect; % of control where 0% means no effect; nearly all actives have a fitted effect of over 55% in size
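Parental HEK 293 cells stably expressing a modified CNG channel (no TSHR) report cAMP rise as membrane depolarization. Membrane potential dye with 100 uM RO 20-1724 was loaded for 60 min at room temperature, then compound added for 30 min; fluorescence read at 590 nm.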
Casp7 inh: caspase-7 (human) inhibition, allosteric or competitive. P55210. recombinant caspase-7, Ac-DEVD-AFC fluorescence rate. Potency, µM (top dose mostly 57.5 µM), for inactives: at the highest dose activity change, negative = inhibition, most hits filed as inhibitors. 75,000 tested, 0.02% active. AID 889; active = well fitted inhibition curve with a large enough effect in the main read-out, with a control signal flat, not every such curve was filed as active; inconclusive = small, poorly fitted or top-dose-only effect, or a change in a side signal; note: potency is the fitted concentration of half-maximal effect; % of control where 0% means no effect
USP2a inh: inhibitors of human ubiquitin-specific protease USP2a; USP2a enzymatic assay, qHTS inhibition; Potency, µM (titrated, usually from 38.3 µM), without a hit: top-dose activity change, negative = inhibition, usual class: inhibitors; O75604; AID 927; 60,000 tested, 0.1% active;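 note: potency is the fitted concentration of half-maximal effect; nearly all actives have a fitted effect of over 60% in size; plate controls were DMSO for no effect and NEM full inhibition control for full effect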
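USP2 core (20 nM final) was preincubated with compound for 30 min at RT in 20 mM Tris-HCl pH 8.0, 2 mM CaCl2, 2 mM beta-mercaptoethanol; Ub-PLA2 (20 nM) plus NBD C6-HPC (20 uM) then added, fluorescence read after 2.5 h.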
TexasRed autofl: compounds fluorescent in Texas Red spectral region; Compound fluorescence, Texas Red channel, 547/618 nm; stronger effect = higher value; max dye-equivalent concentration, M; 59,000 tested, 0.06% active; AID 587; in the data active = max dye-equivalent concentration above about 10 nM; inconclusive = between about 1.1 nM and that limit
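Dye-equivalent concentrations come from scaling compound signal (ex 547, em 618 nm) to six Texas Red standard concentrations run on every plate, after 15 min room-temperature incubation in pH 8.0 Tris (100 mM).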
Tau fil binding: tau filament binding | P10636 | recombinant tau filaments, thioflavin S fluorescence, 15 h; filaments grown with octadecylsulfate alongside compound | Potency, µM (titrated, usually from 57.1 µM), for inactives: top-dose activity change, negative = inhibition | 71,000 tested, 2% active | AID 596;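 note: potency is the fitted concentration of half-maximal effect; % is set by controls: 0 for no effect and ±100 for the full control effect; actives lower thioflavin S fluorescence by blocking filaments or displacing dye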
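Assay mix: 1 uM His-tagged tau, 30 uM sodium octadecylsulfate, thioflavine S dye in HEPES/NaCl/DTT buffer. Compound is added prior to the inducer. Fluorescence after 15 h at 37 C.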
ERK AVP inh: vasopressin-driven ERK pathway inhibition; HEK293-V1b, vasopressin-stimulated pERK AlphaScreen; Potency, µM (top dose mostly 57.5 µM), for inactives: at the top dose activity, negative = inhibition, hits mostly inhibitors; 72,000 tested, 0.99% active; note: potency is the fitted concentration of half-maximal effect; % is set by controls: 0 for no effect and ±100 for the full control effect; nearly all actives have a fitted effect of over 55% in size
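Phosphorylated ERK1/2 detected via AlphaScreen bead proximity in lysates of V1b-expressing HEK293 cells given 25 nM vasopressin for 5 min after 30 min compound exposure (37 °C). AC50 from Hill equation; basal DMSO 0%, vasopressin 100%.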
FLuc inh: blocks Photinus pyralis firefly luciferase activity | Potency, µM (top dose mostly 57.1 µM), without a hit: top-dose activity change, negative = inhibition, hits mostly inhibitors | purified firefly luciferase, luminescence, 8 min | AID 411 | P08659 | 72,000 tested, 2.2% active; note: potency is the fitted concentration of half-maximal effect; % is set by controls: 0 for no effect and ±100 for the full control effect; nearly all actives have a fitted effect of over 40% in size
Target sequence (P08659 whole entry, looked up): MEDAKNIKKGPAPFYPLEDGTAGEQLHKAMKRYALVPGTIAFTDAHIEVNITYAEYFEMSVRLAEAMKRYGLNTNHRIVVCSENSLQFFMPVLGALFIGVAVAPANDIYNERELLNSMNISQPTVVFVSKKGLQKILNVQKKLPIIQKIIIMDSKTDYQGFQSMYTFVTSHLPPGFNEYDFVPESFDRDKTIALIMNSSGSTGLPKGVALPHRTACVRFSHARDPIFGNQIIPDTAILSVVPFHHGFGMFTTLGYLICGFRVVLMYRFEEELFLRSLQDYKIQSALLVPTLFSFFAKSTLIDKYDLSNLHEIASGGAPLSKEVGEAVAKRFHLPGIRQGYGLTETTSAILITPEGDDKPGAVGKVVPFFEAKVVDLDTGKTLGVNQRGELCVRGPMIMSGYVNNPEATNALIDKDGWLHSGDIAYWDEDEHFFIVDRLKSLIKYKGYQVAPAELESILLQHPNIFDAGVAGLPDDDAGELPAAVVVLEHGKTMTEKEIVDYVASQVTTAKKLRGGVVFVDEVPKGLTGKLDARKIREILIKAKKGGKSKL
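Compounds were tested as concentration series (qHTS) against purified P. pyralis luciferase with luciferin and 10 uM ATP in 50 mM imidazole pH 7.2, 50 mM KCl, 7 mM MgCl2, 0.01% Tween 20, 0.05% BSA. Luminescence was read after 8 min at ambient temperature.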
HADH2 inh: HADH2 (human) dehydrogenase inhibition; AID 886; Potency, µM (titrated, usually from 57.1 µM), for inactives: at the top dose activity change, negative = inhibition, most hits filed as inhibitors; 73,000 tested, 3.4% active; recombinant HADH2, NADH fluorescence, beta-hydroxybutyryl-CoA; note: potency is the fitted concentration of half-maximal effect; % is set by controls: 0 for no effect and ±100 for the full control effect; nearly all actives have a fitted effect of over 60% in size; many of its hits are not listed in these tables
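NADH fluorescence (ex 360/em 450 nm) read every 30 s for 4 min; activity taken as last-minus-first time point difference. Enzyme 20 nM, NAD+ 1 mM, beta-hydroxybutyryl-CoA 90 uM, pH 9.0 Tris buffer.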
Rhodamine fluor: compound autofluorescence in rhodamine spectral region; Rhodamine-region fluorescence, 547/598 nm, Tris buffer; stronger effect = higher value; max dye-equivalent concentration, M; 59,000 tested, 0.05% active; AID 594; in the data active = max dye-equivalent concentration above about 11 nM; inconclusive = between about 1.1 nM and that limit
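qHTS spectral profiling of compounds without any target or enzyme present, in pH 8.0 Tris buffer; plates were read after a 15-minute room-temperature incubation using the rhodamine-region filter set.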
Fluorescein fluor: fluorescein region autofluorescence | max fluorescein-equivalent concentration, M | Compound autofluorescence, 480/540 nm, fluorescein-equivalent; stronger effect = higher value | AID 593 | 59,000 tested, 0.91% active; in the data active = max fluorescein-equivalent concentration above about 10 nM; inconclusive = between about 1.1 nM and that limit
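Compounds (23 nL) in 100 mM Tris pH 8.0, 15 min at room temperature, then fluorescence read at 480 nm excitation/540 nm emission. Signal converted to fluorescein-equivalent concentration from an on-plate fluorescein standard curve.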
The depositor's hits bear a star; i = inactive; ? = inconclusive; / = no result given; [ ] = another dose, or the depositor's remark. Unless noted, calls come from the whole dose curve; as a rule, active = well fitted curve in the direction sought with a large enough effect; inconclusive = small, poorly fitted or top-dose-only effect, or another doubt; inactive = no such curve, though single readings can be large; an effect the other way counts as inactive or inconclusive.

SMILES | Casp1 inh | HEK293 cAMP cs | Casp7 inh | USP2a inh | TexasRed autofl | Tau fil binding | ERK AVP inh | FLuc inh | HADH2 inh | Rhodamine fluor | Fluorescein fluor
CC1(C)N=C(N)N=C(N)N1c1cccc(OCc2cccc([N+](=O)[O-])c2)c1 | 2%[11.5 µM] | -3%[11.4 µM] | -2%[11.5 µM] | / | i | -24%[11.4 µM] | 8%[11.5 µM] | 2%[11.4 µM] | 10%[11.4 µM] | i | ?
COc1ccc2[nH]c(=O)c(CN(C(=O)NC3CCCCC3)C3CCCCC3)cc2c1 | 4% | 14% | 0% | 181%[activator] | i | 9% | 15% | 0% | 0% | i | i
CCN1C(=O)/C(=c2\o/c(=C3\C=Cc4ccccc4N3CC)c(=O)n2CC)SC1=S | 2% | -27% | -2% | -18% | i | ? | -2% | -1% | 7% | i | i
N#CCCN1CCN(C(=S)c2ccc(-c3ccc(Cl)cc3)o2)CC1 | -2% | 1% | -2% | 26% | i | 25µM* | 6% | -11% | ? | i | ?
Nc1nnnn1/N=C/c1ccccc1OCc1ccccc1 | 0% | ? | -3% | -19% | / | 116% | -10% | -1% | ? | / | /
COc1ccccc1C(=O)Nc1ccc2c(c1)nc(CN1CCN(C(C)=O)CC1)n2C | -2% | -4% | -3% | 34%[activator] | i | -14% | -2% | 1% | -25% | i | ?
Cn1c(SCC(=O)c2ccccc2)nnc1-c1cnccn1 | -4% | 27% | 3% | 43%[activator] | ? | -18% | -10% | -12% | -28% | i | i
CN(C(=O)COc1ccc(C(C)(C)C)cc1)C1CCS(=O)(=O)C1 (configuration not stated) | 4% | 1% | 3% | 13% | ? | -5% | 10% | 1% | 11% | i | i
Cc1nnc2ccc(N3CCN(c4cccc(C(F)(F)F)c4)CC3)nn12 | -3% | 1% | -2% | / | / | 104% | -11% | 3% | 8% | / | /
Cc1cc(C)cc(N(CC(=O)NCC2CCCO2)S(=O)(=O)c2c(C)noc2C)c1 (configuration not stated) | 0% | -8%[11.4 µM] | -2% | / | / | -10% | 0% | 1% | 7% | / | /
CCCCC(=NCCO)C1=C(O)C(C(=O)OC)C(C)(C)CC1=O (configuration not stated) | 1% | 5% | -1% | -8% | ? | -14% | -15% | 0% | 5% | i | ?
CC1(C)CC(=O)C2=C(C1)NC(=O)CC2c1ccccc1F (configuration not stated) | -1% | 0% | 0% | 15% | ? | 0% | -7% | -2% | -1% | i | ?
Cc1ccc(CCN2CC(C(=O)NCCCN(C)Cc3ccccc3)CC2=O)cc1 (configuration not stated) | -1% | 13% | 2% | 9% | i | -11% | 7% | 2% | 18% | i | i
CC1(C)CC(=O)c2c(-c3cccnc3)n[nH]c2C1 | -2% | 18% | -1% | 7% | i | -2% | -3% | -4% | -2% | i | i
CC(C)C(C(=O)NCC1CCCO1)N(Cc1ccco1)C(=O)CNS(=O)(=O)c1ccc(F)cc1 (configuration not stated) | 1% | 5% | 1% | 6% | i | -1% | -4% | -1% | 6% | i | i
CC(=O)NC(Cc1cc(C)ccc1C)C(=O)N1CCN(C(=O)Nc2ccc(C(C)=O)cc2)CC1 (configuration not stated) | -1% | -4% | 0% | 17% | i | -7% | 22% | -2% | -6% | i | i
c1ccc(CN2COc3c(ccc4c5c(ccc34)CN(Cc3ccccc3)CO5)C2)cc1 | 0%[11.5 µM] | -6%[11.4 µM] | -2%[11.5 µM] | / | i | -7%[11.4 µM] | -6%[11.5 µM] | 2%[11.4 µM] | 4%[11.4 µM] | i | ?
COC(=O)c1cc2nc(-c3ccccc3)cc(C)n2n1 | -9% | -1% | -7% | 25% | i | -23% | -12% | 0% | 6.3µM* | i | i
C=CCn1c(N)nc2ccccc21 | 0% | 15% | 0% | -1% | i | 16% | -7% | 1% | -2% | i | i
O=c1oc(-c2cccs2)nc2scc(-c3cccs3)c12 | ? | 18% | -23% | -5% | i | 22% | 28% | 13µM* | -8% | i | i

A second format for some results above.
| smiles | Casp1 inh | HEK293 cAMP cs | Casp7 inh | USP2a inh | TexasRed autofl | Tau fil binding | ERK AVP inh | FLuc inh | HADH2 inh | Rhodamine fluor | Fluorescein fluor |
| --- | --- | --- | --- | --- | --- | --- | --- | --- | --- | --- | --- |
| CCN1C(=O)/C(=c2\o/c(=C3\C=Cc4ccccc4N3CC)c(=O)n2CC)SC1=S | 2% | -27% | -2% | -18% | i | ? | -2% | -1% | 7% | i | i |
| N#CCCN1CCN(C(=S)c2ccc(-c3ccc(Cl)cc3)o2)CC1 | -2% | 1% | -2% | 26% | i | 25µM* | 6% | -11% | ? | i | ? |
| Nc1nnnn1/N=C/c1ccccc1OCc1ccccc1 | 0% | ? | -3% | -19% | / | 116% | -10% | -1% | ? | / | / |

Back to the main list, starting two compounds before the break.
SMILES | Casp1 inh | HEK293 cAMP cs | Casp7 inh | USP2a inh | TexasRed autofl | Tau fil binding | ERK AVP inh | FLuc inh | HADH2 inh | Rhodamine fluor | Fluorescein fluor
C=CCn1c(N)nc2ccccc21 | 0% | 15% | 0% | -1% | i | 16% | -7% | 1% | -2% | i | i
O=c1oc(-c2cccs2)nc2scc(-c3cccs3)c12 | ? | 18% | -23% | -5% | i | 22% | 28% | 13µM* | -8% | i | i
CN(CCNC(=O)c1cccc(N2CCCC2=O)c1)Cc1ccccc1 | 1% | 0% | 0% | 2% | i | -1% | 10% | -3% | 9% | i | i
COCCCNC(=O)CCc1nc2cccnc2n1Cc1ccccc1 | -4% | 19% | 0% | 5% | ? | 1% | 3% | -1% | 9% | i | i
COCCNC(=O)CSc1nc2nc(C)cc(C)n2n1 | 4% | 4% | -1% | 2% | i | -5% | -9% | -1% | 3% | i | i
O=c1[nH]c(=S)[nH]c(-c2ccccc2)c1Cc1c(O)ccc2ccccc12 | 4%[11.5 µM] | 2.5µM* | -2%[11.5 µM] | / | i | 8%[11.4 µM] | -3%[11.5 µM] | 3%[11.4 µM] | -2%[11.4 µM] | i | ?
CCOC(=O)c1cc(C)n(-n2cnnc2)c1C | 0% | 7% | -1% | -5% | i | -3% | -10% | 2% | 3% | i | i
C=CCN1CC(c2nc3ccccc3n2CCOc2ccccc2)CC1=O (configuration not stated) | -3% | ? | -2% | 71%[activator] | ? | 14% | -3% | 1% | 6% | i | i
COn1c(-n2nc(C)cc2C)nc2ccccc2c1=O | -1% | 6% | 0% | 6% | i | 2% | -6% | -2% | -4% | i | i
Cn1c(N)nc2c(nc(OCc3ccccc3)n2[C@@H]2O[C@H](CO)[C@@H](O)[C@@H]2O)c1=O | 0%[11.5 µM] | 5%[11.4 µM] | 0%[11.5 µM] | / | i | 3%[11.4 µM] | -1%[11.5 µM] | 0%[11.4 µM] | 6%[11.4 µM] | i | ?
Cn1c(SCc2c(F)cccc2Cl)nnc1-c1cccs1 | -2% | 24% | 0% | 4% | i | -7% | 10% | -8% | 12% | i | ?
O=C(Cc1cn2ccsc2n1)Nc1ccccn1 | -3% | 9% | 0% | -4% | i | 3% | -25% | -1% | -9% | i | i
Cc1cc(NC(=O)C2CCCN(S(=O)(=O)c3cnc[nH]3)C2)ccc1Br (configuration not stated) | -1% | 2% | 0% | / | / | 0% | -28% | -3% | 5% | / | /
Cc1cc(C)nc(NS(=O)(=O)c2ccc(Br)cc2)n1 | -3% | 4% | -9% | -4% | i | -18% | 2% | 0% | 2% | i | i
CCN(CC)C(=O)C(C)OC(=O)c1ccc(O)cc1 (configuration not stated) | -1% | 2% | -1% | 2% | / | -3% | 7% | 1% | -5% | / | /
CCOC(=O)c1c(C)[nH]c(C(=O)COC(=O)CSCC(=O)N(CC)CC)c1C | -1% | 14% | -1% | 1% | i | -5% | -4% | 1% | -9% | i | ?
Cn1c(CCNC(=O)c2ccco2)nc2cc(NS(=O)(=O)c3ccccc3)ccc21 | 1% | 4% | -2% | -3% | ? | -1% | 12% | 0% | 9% | i | ?
Cc1ccc(NC(=O)CN(C)c2ccc(S(=O)(=O)N3CCN(C)CC3)cn2)cc1 | 0% | -2% | 0% | -5% | i | -1% | -13% | 2% | 11% | i | ?
CCCCC(=O)Nc1ccc(C(=O)Nc2ccc(S(=O)(=O)N3CCCC3)cc2)cc1 | 2% | 11% | -1% | -5% | i | 72% | -2% | 2% | -8% | i | i
O=C1c2ccccc2C(=O)N1Cc1nc(-c2ccccn2)no1 | -1% | 3% | -1% | 3% | i | -10% | -10% | -1% | -5% | i | i

An excerpt. The share of hits here may be higher or lower than overall.
